Screening results from PubChem BioAssay.
LDHA block – blocks human lactate dehydrogenase A; P00338; AID 1347041; purified LDHA, NADH/diaphorase-resazurin fluorescence; stronger effect = lower value; activity change, % (values are at about 110 or 230 µM); 480,000 tested, 0.15% active; in the data active = activity change below about -30%; inconclusive = mostly about -25% to -30%;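 also: plate controls were DMSO wells for no effect and wells without enzyme for full effect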
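Enzyme activity of human lactate dehydrogenase 5 (2 nM; 0.06 mM NADH, 0.2 mM pyruvate, 5 min, RT) is measured via a resazurin/diaphorase fluorescence readout of residual NADH.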
12-LOX inh – inhibitors of human 12S-lipoxygenase ALOX12. Potency, µM (top dose mostly 108 µM), for the others: top-dose activity change, negative = inhibition, most hits filed as inhibitors. purified 12hLO, xylenol orange hydroperoxide absorbance. 580,000 tested, 1.1% active. P18054; active = well fitted inhibition curve with a large enough effect; inconclusive = small, poorly fitted or top-dose-only effect, or another doubt; inactive = no such curve, though single readings can be large or run the other way; also: potency is read from the fitted curve at half-maximal effect
Target sequence (P18054 whole entry, looked up): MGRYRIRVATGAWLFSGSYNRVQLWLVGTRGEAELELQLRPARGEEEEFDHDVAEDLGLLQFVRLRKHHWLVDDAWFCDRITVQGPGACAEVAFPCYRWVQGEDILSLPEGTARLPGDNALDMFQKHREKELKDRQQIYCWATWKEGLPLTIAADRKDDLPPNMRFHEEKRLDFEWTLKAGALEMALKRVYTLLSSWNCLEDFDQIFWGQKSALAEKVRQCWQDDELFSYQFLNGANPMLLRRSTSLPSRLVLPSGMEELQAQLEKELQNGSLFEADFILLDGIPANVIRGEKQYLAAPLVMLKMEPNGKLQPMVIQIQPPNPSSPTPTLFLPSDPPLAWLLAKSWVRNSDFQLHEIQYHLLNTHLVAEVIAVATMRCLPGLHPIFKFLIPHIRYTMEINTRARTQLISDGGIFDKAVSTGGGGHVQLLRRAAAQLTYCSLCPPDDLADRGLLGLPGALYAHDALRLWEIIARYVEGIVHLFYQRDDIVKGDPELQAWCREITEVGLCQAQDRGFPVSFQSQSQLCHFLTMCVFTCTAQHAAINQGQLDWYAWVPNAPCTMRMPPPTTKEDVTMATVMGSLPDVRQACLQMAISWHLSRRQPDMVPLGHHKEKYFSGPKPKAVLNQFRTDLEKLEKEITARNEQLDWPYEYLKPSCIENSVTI
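Purified human 12hLO at 150 nM in 25 mM Hepes, 0.01% Triton X-100, pH 7.0, preincubated 15 min at room temperature with compound. Reaction started with 40 uM arachidonic acid, 30 min at room temperature. Hydroperoxide measured by Fe-xylenol orange, 573/405 nm absorbance ratio.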
Numbers without * were called inactive; u = inconclusive; [ ] = dose if it differs, or a comment. Unless noted, % is scaled to controls: 0 for no effect and ±100 for the full control effect.

LDHA block | 12-LOX inh | compound
0.5 | 2.2% | Cc1ccc2nc(NCc3ccc(F)cc3)c(-n3nc(C)cc3C)nc2c1
-3.2 | -16.9% | Cc1cccc(OCc2nn3c(-c4ccncc4)nnc3s2)c1
-0.7 | 2.4% | COc1cccc(S(=O)(=O)Nc2ccc3c(c2)C(=O)N(C)C[C@H](OC)[C@H](C)CN[C@@H](C)CO3)c1
8.4 | u | COC(=O)C1=CN(C)C=C(C(=O)OC)C1c1ccccc1OCc1ccccc1
-4.4 | u | CSc1nnnn1-c1c(C)n(C)n(-c2ccccc2)c1=O
8.0 | -15.3% | N#Cc1ccccc1OCc1cccc2ccccc12
-16.6 | -27.3% | Clc1cc(Cn2nnc(-c3ccccc3)n2)cc2c1OCCCO2
2.2 | u | CN1CCN(CCNC(=O)CCn2ccc3cc(S(=O)(=O)N4CCCCC4)ccc32)CC1
-0.1 | u | O=c1cc(CN2CCN(S(=O)(=O)c3ccccc3)CC2)c2cc(Cl)c(O)cc2o1
13.7 | u | CN(CCO)c1nc(-c2ccco2)c2c(c1C#N)CCCC2
1.0 | 10.0% | Cc1ccc(Cn2cc(CN3CC(N4CCN(Cc5ccccc5F)CC4)CS3(=O)=O)nn2)cc1 (stereo unspecified)
1.3 | u | Cc1ccc(NC(=O)c2n[nH]c(=O)c3ccccc23)c(O)c1
0.9 | 6.5% | Cc1nc(CSc2ccccc2C(=O)N2CC=C(c3ccccc3)CC2)cs1
-4.6 | u | CCN(Cc1ccc(Br)s1)C(=O)CCl
10.1 | u | FC(F)(F)c1cccc(-n2c(-c3ccc(Br)cc3)c[n+]3c2CCc2ccccc2-3)c1
-0.9 | 53.1%[activator] | CCOc1ccc(C(=O)NN)cc1
-4.0 | -2.8% | CC(NC(=O)c1cccnc1Cl)c1ccc2c(c1)CCCC2 (stereo unspecified)
11.5 | 45.2% | CCOC(=O)Nc1ccc2c(CN3C(=O)CCC3=O)cc(=O)oc2c1
-2.4 | 44.7µM* | CCN1CCN(c2nc3ccccc3nc2C(C#N)S(=O)(=O)c2ccc(Cl)cc2)CC1 (stereo unspecified)
-1.5 | -2.1% | CCOC(=O)[C@]12CCCC=C1N(Cc1cccc3ccccc13)C(=O)[C@H](CC(=O)NCc1ccc(OC)c(OC)c1)C2

Gathered by group, the compounds so far containing sulfur.
LDHA block | 12-LOX inh | compound
-3.2 | -16.9% | Cc1cccc(OCc2nn3c(-c4ccncc4)nnc3s2)c1
-0.7 | 2.4% | COc1cccc(S(=O)(=O)Nc2ccc3c(c2)C(=O)N(C)C[C@H](OC)[C@H](C)CN[C@@H](C)CO3)c1
-4.4 | u | CSc1nnnn1-c1c(C)n(C)n(-c2ccccc2)c1=O
2.2 | u | CN1CCN(CCNC(=O)CCn2ccc3cc(S(=O)(=O)N4CCCCC4)ccc32)CC1
-0.1 | u | O=c1cc(CN2CCN(S(=O)(=O)c3ccccc3)CC2)c2cc(Cl)c(O)cc2o1
1.0 | 10.0% | Cc1ccc(Cn2cc(CN3CC(N4CCN(Cc5ccccc5F)CC4)CS3(=O)=O)nn2)cc1 (stereo unspecified)
0.9 | 6.5% | Cc1nc(CSc2ccccc2C(=O)N2CC=C(c3ccccc3)CC2)cs1
-4.6 | u | CCN(Cc1ccc(Br)s1)C(=O)CCl
-2.4 | 44.7µM* | CCN1CCN(c2nc3ccccc3nc2C(C#N)S(=O)(=O)c2ccc(Cl)cc2)CC1 (stereo unspecified)

New compounds follow:
LDHA block | 12-LOX inh | compound
-0.4 | -3.8% | CCN(CC)S(=O)(=O)c1ccc(-c2nc(C#N)c(NCc3ccccc3)o2)cc1
0.9 | 0.4% | CC(C)NC(=S)NNC(=O)C(C)C
2.8 | u | Cc1nc(N2CCC(C(=O)Nc3cccc(Br)c3)CC2)c2c(C)c(C)oc2n1
7.0 | 11.5% | CCCCc1ccc(-c2cc(C(=O)NC3CCCC3)c3cc(Br)ccc3n2)cc1
0.5 | -64.8% | C[N+]1(Cc2c(Cl)cccc2Cl)CCN(/C=C/C(=O)C(F)(F)F)CC1
-6.4 | -43.8% | Cc1ccc(-c2nn(Cc3nc(-c4ccccc4)no3)c(=O)c3ccccc23)cc1
-2.2 | u | COc1cccc(C(N)=O)c1OCc1ccc(C)cc1
u | u | CC(Oc1cccc(Oc2ccccc2)c1)C(=O)c1ccc(F)c(F)c1 (stereo unspecified)
3.4 | u | N#CC(C(=O)CCC1CCCC1)C(=O)NCc1ccccc1 (stereo unspecified)
16.2 | -9.1% | O=C(Cn1c(-c2ccccc2)cc2ccccc21)N1CCCC1
1.8 | 6.7% | CCN1CCCC1CNC(=O)CC(C)C (stereo unspecified)
-7.9 | 16.3% | O=C(CCc1ncc(-c2ccccc2Cl)o1)NCc1ccncc1
-2.2 | u | Cc1ccc(O)c(C(=O)c2cc(C#N)c(=O)n(-c3ccccc3C(=O)O)c2)c1
3.6 | 11.9% | CC(C)C1Cc2[nH][nH]c(=O)c2C(C2CC2)O1 (stereo unspecified)
5.7 | 6.8% | CCCCCCCCCCS(=O)CCCl (stereo unspecified)
5.0 | 10.3% | CC12CC3CC(C)(C1)CC(C(=O)NCc1ccccn1)(C3)C2
-6.2 | 12.5% | C=CCNC(=O)CSCc1coc(-c2ccc(OC)cc2)n1
-0.8 | -25.4% | Cc1ccc(C(=O)NC(C)(C)C)cc1I
-2.3 | 11.8% | CC(C)CNC(=O)N1CCC2(CC1)Nc1ccccc1-n1cccc12
-2.9 | -2.0% | CCN(CC)c1nc(SC)nc(-c2ccc(Cl)cc2)c1C#N
8.3 | 6.0% | CCCc1noc(-c2cc(S(=O)(=O)NCCc3ccccc3)ccc2OC)n1
10.8 | -27.0% | COc1ccc(-c2nnc(SCc3csc(Nc4ccc(C)cc4)n3)o2)c(OC)c1
15.5 | -5.1% | Cc1ccc2oc(C(=O)NCC(c3cccs3)N3CCOCC3)c(C)c2c1 (stereo unspecified)
2.9 | -9.5% | Cn1nc(C(=O)OCC(=O)Nc2cccc3ccccc23)c2ccccc2c1=O
1.5 | u | CC(NC(=O)N1CCC(NS(=O)(=O)c2cccs2)CC1)c1ccc(F)cc1F (stereo unspecified)
3.4 | u | CC(C)c1ccc(NC(=O)C2CCCN2S(=O)(=O)c2cccc3nsnc23)cc1 (stereo unspecified)
-1.8 | u | Fc1ccccc1CNCCOc1ccccn1
-8.4 | -1.9% | CCc1cccc2c(C(=O)CN3CCC(C(=O)N4CCCC4)CC3)c[nH]c12
-13.2 | -26.6% | O=c1cc(CN2CCN(c3cccc(Cl)c3)CC2)c2cc(Cl)c(O)cc2o1
-0.9 | 25.9% | O=C(NCCCCc1ccccc1)c1ccc(C(=O)NCCCCc2ccccc2)cc1
11.4 | -8.3% | O=C(O)CCCC(=O)N1CCN(c2nc(-c3ccccc3)c3cc(Br)ccc3n2)CC1
-7.2 | -9.6% | CC(C)(C)OC(=O)COC(=O)c1ccc(CCNS(C)(=O)=O)cc1
7.7 | 3.5% | COc1ccc2oc(=O)c(C(=O)Nc3ccccc3OC)cc2c1
-3.4 | 0.6% | COCCn1c(-n2nc(C)cc2C)nc2c1c(=O)n(Cc1ccc(OC)cc1)c(=O)n2C
13.4 | u | CC(=O)CC1c2ccccc2C=C(c2ccsc2)N1c1ccc(-c2cccs2)cc1 (stereo unspecified)
1.8 | -19.7% | COc1ccc(Cc2nnc(Nc3ccc(OC)cc3)[nH]c2=O)cc1
2.2 | 0.7% | CCCCn1nnnc1C1(C)CCC(=O)N1CCc1ccc(O)cc1 (stereo unspecified)
-6.6 | u | CCOC(=O)c1ccccc1NC(=O)Cn1c(=O)n(Cc2ccc(C)cc2)c(=O)c2ccccc21
-1.5 | u | O=C(O)c1ccc(CNCc2cccc3ccccc23)cc1
-1.7 | -6.9% | O=C(Nc1nc2ccccc2[nH]1)c1ccc(Cl)c(S(=O)(=O)N2CCc3ccccc32)c1
6.4 | u | CC1COCCN1C(=O)Cn1cnc2sccc2c1=O (stereo unspecified)
-1.4 | 70.1%[activator] | O=C(NCCCSc1ccc(F)cc1)C1CCN(C(=O)c2cccs2)CC1
u | 21.0% | CCc1cc(=O)n(CC(=O)N2CCCCC2C)c(-c2ccccc2)n1 (stereo unspecified)
-0.7 | -0.9% | Cc1ccc(NC(=O)C(Sc2ccccc2)c2ccccc2)c(C)c1 (stereo unspecified)
4.4 | 21.8% | COCC(C)NC(=O)COC(=O)c1nn(-c2ccccc2)cc1OC (stereo unspecified)
-0.9 | -8.7% | Cc1ccc2c(CN(C)CCOc3ccccc3C)cc(=O)oc2c1
4.3 | u | O=C(c1cc(-c2ccccc2)on1)N(Cc1ccco1)Cc1ccccc1F
-10.9 | -3.9% | O=C(Nc1ccc2c(c1)OCCO2)C(C1CC1)n1c(=O)c(-c2ccccc2)nc2ccccc21 (stereo unspecified)
9.1 | -26.3% | N#Cc1cccc(/C=C/C(=O)c2cccc(N3CCOCC3)c2)c1
-5.3 | 9.8% | CC(=O)N1CCN(S(=O)(=O)c2cccc(C(=O)OCc3csc(-c4ccccc4)n3)c2)CC1
-12.6 | -14.0% | CC(C)c1ccccc1NC(=O)c1nn(C)c(=O)c2ccccc12
3.0 | -21.5% | CCCCn1nnc(NC(=O)COc2ccc(C3CCCCC3)cc2)n1
-2.0 | -9.2% | Cc1ccccc1-c1nc(SCC(=O)NCCc2ccc(Cl)cc2)n2[nH]c(=O)cc2n1
5.3 | -10.4% | Cc1ccsc1/C=N/N(Cc1ccccc1)c1ccccc1
-0.7 | 2.2% | N[C@@H](Cc1ccccc1)c1nnc(SCc2ccc(Cl)c(Cl)c2)o1
5.8 | -8.7% | CCOC(=O)Cc1ccc(NC(=O)NC(C(=O)N2CCc3ccccc32)c2ccccc2)cc1 (stereo unspecified)
3.7 | 11.2% | CCc1nnc(C(=O)Nc2cccc(C(=O)N3CCOCC3)c2)s1
0.7 | 41.7%[activator] | COc1ccc(N(CC(=O)Nc2ccccc2C(=O)N2CCCCCC2)S(C)(=O)=O)c(OC)c1
0.3 | -29.1% | CC(NCc1c[nH]c2ccccc12)c1ccccc1 (stereo unspecified)
u | -45.1% | Cc1cc(=O)oc2cc(Br)ccc12

(listing goes on)
LDHA block | 12-LOX inh | compound
7.3 | -0.4% | CCCCn1nc(C(=O)Nc2ccc3oc(C)nc3c2)c2ccccc2c1=O
-9.8 | 12.7% | CC(Sc1ncnc2ccccc12)C(=O)Nc1cc(Cl)cc(Cl)c1 (stereo unspecified)
-16.7 | -22.2% | O=[N+]([O-])c1ccccc1/C=N/Nc1ccc(S(=O)(=O)Nc2cccc(Cl)c2)cc1[N+](=O)[O-]
4.3 | u | O=C(CCc1ncc(-c2ccccc2F)o1)N1CCN(CC(=O)N2CCCCC2)CC1
-0.5 | 3.2% | O=C(Nc1ccc2c(ccn2CCN2CCOCC2)c1)C1CCC1
0.7 | 1.9% | O=C(c1cn2c3c(cccc3c1=O)CC2)N1CCN(c2cccc(C(F)(F)F)c2)CC1
2.3 | 28.4% | COC(=O)c1cccc(NC(=O)c2ccc(N3CCCCS3(=O)=O)cc2Cl)c1
-3.1 | -22.0% | O=C(O)C(Cc1c[nH]c2ccccc12)NCc1ccccc1F (stereo unspecified)
0.9 | -29.3% | COc1ccc(S(=O)(=O)c2c(O)c3ccc(C(=O)Nc4cccc(C)c4C)cc3[nH]c2=O)cc1
-10.4 | 12.7% | CCOc1cc2ccccc2cc1C(=O)Nc1ccc2oc(C)nc2c1
-2.0 | 29.1% | C=CCNC(=O)NCc1cccc(C(N)=O)c1
-0.2 | 28.2µM* | Cc1cc(O)c2c(C)c(CC(=O)NCCc3cccc(F)c3)c(=O)oc2c1
0.6 | 5.01µM* | O=C1CSc2sc(=S)sc2SC1
6.6 | 0.6% | O=C(CCC(=O)Nc1ccc(Cl)cc1Cl)N/N=C/c1c2ccccc2cc2ccccc12
-0.6 | -64.6% | CNC(=O)c1cc(-c2ccc(Br)cc2)nc2ccccc12
5.2 | 1.9% | CN1CCCN(C(=O)c2cc3cc(Br)ccc3oc2=O)CC1
-0.8 | 0.5% | Cc1cc(C(=O)N2CCN(S(=O)(=O)c3ccc(C#N)cc3)CC2)c(C)n1C(C)C
24.5 | u | FC(F)(F)c1ccc(/C=N/Nc2ccccc2Cl)cc1
-0.6 | -17.7% | COc1ccc(Br)c2c1/C(=N/OC(=O)c1ccccc1Cl)CC2
2.6 | -9.0% | O=C(COC(=O)c1cccc([N+](=O)[O-])c1C(=O)OCC(=O)c1ccc(Br)cc1)c1ccc(Br)cc1
-11.1 | 4.4% | CCCn1c(=O)c2c(ncn2Cc2ccccc2)n(Cc2ccccc2)c1=O
0.3 | 1.3% | CCOc1ccc(C(C)=O)cc1COC(=O)COc1ccc(Cl)c(C)c1
-1.4 | u | Cc1cccc(C(C)C)c1NC(=O)c1cc(F)c(F)cc1Cl
20.6 | 31.6µM* | COc1cccc(C2=Cc3ccc(F)cc3C(CC(C)=O)N2c2ccc(-c3cncnc3)cc2)c1 (stereo unspecified)
-0.3 | u | CCOC(=O)COc1ccc(/C=N/NC(=O)C(O)(c2ccccc2)c2ccccc2)cc1
-3.0 | -8.4% | COC(=O)[C@]12CCCCC=C1N(Cc1ccc3c(c1)OCO3)C(=O)[C@H](CC(=O)NCc1cccc(C(F)(F)F)c1)C2
4.2 | 12.1% | COC(=O)c1cccc(COC(=O)c2ccc(CNC(C)=O)cc2)c1
4.8 | -59.9% | CC(C)c1ccccc1NC(=O)COC(=O)c1ccc2ccccc2n1

Taken from above:
CC(C)c1ccccc1NC(=O)COC(=O)c1ccc2ccccc2n1 | LDHA block: 4.8
CCOc1ccc(C(C)=O)cc1COC(=O)COc1ccc(Cl)c(C)c1 | LDHA block: 0.3

These rows are one share of the data; the hit share may differ from the screen's.
